# Tau ThT inhib = qHTS for Inhibitors of Tau Fibril Formation, Thioflavin T Binding; actives 2.1% (n = 270,000); Potency, µM (highest dose often 57.4 µM), for the others: at the top dose activity, negative = inhibition, usual class: inhibitors; AID 1460, 2008; recombinant tau K18 P301L, heparin-induced fibrillization, ThT fluorescence; note: % is set by controls: 0 for no effect and ±100 for the full control effect; nearly all actives have a fitted effect of over 55% in size
# Target sequence (P10636 561-689 P618L limits assumed): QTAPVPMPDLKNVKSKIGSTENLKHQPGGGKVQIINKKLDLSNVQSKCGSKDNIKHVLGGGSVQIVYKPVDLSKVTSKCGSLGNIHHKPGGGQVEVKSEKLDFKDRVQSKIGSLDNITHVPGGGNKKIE
#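 In this qHTS, human K18 P301L tau is incubated with compound and heparin for 6 hr at 37 C, and Thioflavin T fluorescence then reports fibril load.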
# Tau fibril FP = qHTS for Inhibitors of Tau Fibril Formation, Fluorescence Polarization; K18 P301L tau heparin fibrillization, Alexa594 FP, 6 h; actives 0.39% (n = 280,000); Microtubule-associated protein tau (Homo sapiens), P10636; Potency, µM (doses to about 57.7 µM), without a hit: top-dose activity, negative = inhibition, most hits filed as inhibitors; AID 1468, 2008; note: % is set by controls: 0 for no effect and ±100 for the full control effect; nearly all actives have a fitted effect of over 55% in size
#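 FP of Alexa 594-tau after heparin (20 uM) induction. Substrate: human K18 P301L, 15 uM unlabeled, 0.24 uM labeled. Buffer 100 mM sodium acetate pH 7. 6 hr, 37 C.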
# HTT ATP protect = qHTS Multiplex Assay to Identify Dual Action Probes in a Cell Model of Huntington: Cytoprotection (ATP); PC12 HTT-Q103 induced, cytoprotection, ATP luminescence, 40 h; Potency, µM (top dose mostly 56.4 µM), for the others: cytoprotection (ATP increase), most hits filed as activators; actives 0.14% (n = 230,000); AID 1471, 2008;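 note: % of control where 0% means no effect; nearly all actives have a fitted effect of over 45% in size; toxic huntingtin expression switched on by the ecdysone agonist tebufenozide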
#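 ATP quantification (ATPlite) reports survival of PC12 cells in which tebufenozide, 100 nM final, switches on Htt exon 1 with 103 glutamines linked to GFP; compounds are titrated.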
# GAA glycogen mod = qHTS Assay for Inhibitors and Activators of Human alpha-Glucosidase Cleavage of Glycogen; recombinant GAA, glycogen substrate, Amplex Red glucose oxidase fluorescence; Potency, µM (titrated, usually from 76.4 µM), without a hit: at the highest dose activity change, negative = inhibition, actives largely listed as inhibitors; actives 0.38% (n = 300,000); AID 2100, 2009;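 note: 0% = full enzyme reaction and -100% = no-enzyme basal signal; the screen sought inhibitors and activators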
#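 Recombinant enzyme (4 nM final) with compounds titrated up to 77 uM and bovine liver glycogen (30 ug) in citrate pH 5.0, 0.01% Tween-20, 37 C 40 min. Released glucose detected by Amplex Red/glucose oxidase (Ex 573/Em 610); AC50 from Hill fits.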
# aGlu spleen mod = qHTS Assay for Inhibitors and Activators of Human alpha-Glucosidase From Spleen Homogenate. AID 2112, 2009. actives 0.006% (n = 240,000). human spleen homogenate, 4-MU-alpha-glucoside fluorescence. Potency, µM (doses to about 79.9 µM), inactives show top-dose activity change, negative = inhibition, actives largely listed as inhibitors. Lysosomal alpha-glucosidase (Homo sapiens), P10253;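 note: 0% = enzyme with vehicle and -100% = no enzyme basal signal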
#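 Compounds were titrated against alpha-glucosidase in spleen homogenate at pH 5.0, with 1 mM 4-methylumbelliferyl substrate for 40 min at 37 C. Reactions were quenched with pH 10 NaOH/glycine and fluorescence measured.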
# aGal spleen mod = qHTS Assay for Inhibitors and Activators of Human alpha-Galactosidase From Spleen Homogenate; Alpha-galactosidase A (Homo sapiens), P06280; human spleen homogenate, 4MU-alpha-Gal fluorescence, 40 min; Potency, µM (series often up to 80 µM), for inactives: top-dose activity change, negative = inhibition, actives largely listed as inhibitors; actives 0.008% (n = 240,000); AID 2107, 2009;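 note: 0% = enzyme with vehicle and -100% = no enzyme basal signal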
# Target sequence (P06280 32-429 limits assumed): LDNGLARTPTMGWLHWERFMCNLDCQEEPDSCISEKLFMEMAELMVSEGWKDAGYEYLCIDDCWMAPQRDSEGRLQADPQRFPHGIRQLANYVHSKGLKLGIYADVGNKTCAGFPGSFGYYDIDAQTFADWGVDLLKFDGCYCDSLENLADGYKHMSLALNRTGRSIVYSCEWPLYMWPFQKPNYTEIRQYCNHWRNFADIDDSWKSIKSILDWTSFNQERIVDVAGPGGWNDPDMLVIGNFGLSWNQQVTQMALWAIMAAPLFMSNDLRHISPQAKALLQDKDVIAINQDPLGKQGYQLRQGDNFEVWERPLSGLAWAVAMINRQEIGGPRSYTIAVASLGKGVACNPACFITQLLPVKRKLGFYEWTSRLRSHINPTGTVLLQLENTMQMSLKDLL
#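 Inhibition or activation of alpha-galactosidase in human spleen homogenate is scored by 4-MU fluorescence after 40 min at 37C, pH 5.0, with 1 mM substrate. AC50s come from concentration-response fitted to the Hill equation.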
# GAA inhib = qHTS Assay for Inhibitors of Human alpha-Glucosidase as a Potential Chaperone Treatment of Pompe Disease | AID 1466, 2008 | purified human GAA, 4-MU-alpha-glucoside fluorescence | Potency, µM (doses to about 76.9 µM), for inactives: at the top dose activity change, negative = inhibition, usual class: inhibitors | Lysosomal alpha-glucosidase (Homo sapiens), P10253 | actives 0.005% (n = 200,000);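 note: plate controls were uninhibited enzyme wells for no effect and no-enzyme background for full effect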
#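 AC50 values come from Hill fits of compound titrations (up to 77 uM) against 4 nM human enzyme. Substrate 4-methylumbelliferyl-alpha-D-pyranoside at 400 uM, pH 5.0 citrate buffer, 20 min room temperature; fluorescence Ex 365/Em 440 after alkaline stop.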
# Tau fluor counter = Counterscreen qHTS for Inhibitors of Tau Fibril Formation, Fluorescence Polarization; actives 0.93% (n = 280,000); Potency, µM (series often up to 57.7 µM), inactives show at the top dose activity change, negative = decrease; tau K18 P301L (four-repeat tau fragment) Alexa594 fluorescence, heparin fibrillization; AID 1463, 2008; note: % is set by controls: 0 for no effect and ±100 for the full control effect; nearly all actives have a fitted effect of over 55% in size
#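 Human K18 P301L tau (15 uM unlabeled plus 0.24 uM Alexa 594-labeled, final) in 100 mM sodium acetate pH 7 was mixed with compound and 20 uM heparin and incubated 6 hr at 37 C.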
# Starred values were filed as active, the others as inactive; ? = inconclusive; nt = not tested or not shown; & = joins results of further samples; [ ] = dose if it differs, or a comment. Calls come from the whole dose curve; as a rule, active = well fitted curve in the direction sought with a large enough effect; inconclusive = small, poorly fitted or top-dose-only effect, or another doubt; inactive = no such curve, though single readings can be large; an effect the other way counts as inactive or inconclusive. Potency is the fitted concentration of half-maximal effect.
Molecule | Tau ThT inhib | Tau fibril FP | HTT ATP protect | GAA glycogen mod | aGlu spleen mod | aGal spleen mod | GAA inhib | Tau fluor counter
COC(=O)c1cc2occc2n1Cc1nc(-c2ccccc2Cl)oc1C | -11% | ? | nt | -1% | 6% | 4% | -2% | -15%
CCOC(=O)N1CCC(NC(=O)c2cc(C(=O)Nc3ccc(OC)c(OC)c3)ccc2CO)CC1 | 6% | 6% | -4% | 6% | 8% | 13% | -4% | 9%
C#CCCOC(=O)N1C2=NC(C(=O)OC)=C(C(=O)OC)[C@@H]3N(C)c4ccccc4[C@]23C[C@H]1C(=O)OC | ? | 10%[11.6 µM] | 5%&6%[10 µM] | 2% | 0%[17.4 µM] | 5%[17.5 µM] | nt | 2%[11.6 µM]
COc1ccc(NC(=O)c2ccc(S(=O)(=O)N(C)C)cc2)cc1 | -22% | -4% | 3%[10 µM] | 9% | 2% | 0% | -23% | -23%
O=C(CCCc1c[nH]c2ccccc12)N1CCOCC1 | 10% | 4% | -17%[10 µM] | 12% | 2% | -1% | -7% | 2%
COc1cc2nc(CN3CCN(S(=O)(=O)c4ccc(Cl)cc4)CC3)[nH]c(=O)c2cc1OC | -5% | -6% | 8% | -13% | nt | -1% | -9% | -11%
COc1ccc(/C=N/NC(=O)c2ccc3nc[nH]c3c2)cc1 | -9% | -8% | -6%[10 µM] | 4% | 5% | -2% | -2%[15.4 µM] | -5%
O=C(O)c1cccc(S(=O)(=O)Nc2ccc3oc(=O)sc3c2)c1 | -13% | -5% | 19% | ? | -9% | -3% | 10% | -3%
Cc1cccc(C(=O)O/N=C(\N)Cc2ccc([N+](=O)[O-])cc2)c1 | -18% | 7% | -28% | -4% | -12% | -14% | -6% | -23%
CCc1cccc(C)c1NC(=O)CCS(=O)(=O)c1cc(Br)cc2c1N(C(=O)C1CC1)CC2 | -2% | 6% | nt | -1%[76.3 µM] | nt | nt | nt | 0%
CCCCCCCOc1ccc(OC(=O)c2cccnc2)cc1 | -20% | 7% | -53%[inhibitor] | 0% | 2% | 11% | 0% | -9%
NC(=O)COC(=O)c1ccc(Oc2ccccc2)cc1 | -11% | 1% | -7% | -2% | -5% | -7% | -9% | 1%

# Overlap with the part before: two compounds, followed by the next part.
Molecule | Tau ThT inhib | Tau fibril FP | HTT ATP protect | GAA glycogen mod | aGlu spleen mod | aGal spleen mod | GAA inhib | Tau fluor counter
CCCCCCCOc1ccc(OC(=O)c2cccnc2)cc1 | -20% | 7% | -53%[inhibitor] | 0% | 2% | 11% | 0% | -9%
NC(=O)COC(=O)c1ccc(Oc2ccccc2)cc1 | -11% | 1% | -7% | -2% | -5% | -7% | -9% | 1%
COc1cc(C(=O)Oc2ccccc2/C=N/NC(=O)c2ccc(C)c(Cl)c2)cc(OC)c1OC | 0% | 1% | -81%[inhibitor][10 µM] | -9% | 1% | 8% | -3% | 0%
Cc1nnc(C)n1/N=C/c1ccc2c(c1)OCCO2 | -7% | 6% | 6% | 8% | -3% | 3% | -1% | 1%
CCOC(=O)CNC(=O)Cn1cnc2c(nnn2-c2ccc(F)cc2)c1=O | -6% | -5% | 0% | 11% | -3% | -1% | 3% | -7%
Cn1cnnc1SCC(=O)c1c[nH]c2ccccc12 | -6% | 2% | -9%[10 µM] | 5% | -3% | -1% | -2% | -6%
CC(C)(C)C(=O)NCCCc1nc2ccccc2n1CCCOc1ccc(Cl)cc1 | ? | 3% | -59%[inhibitor] | -18% | 4% | 8% | -3% | -3%
O=C(CSc1ncccn1)N/N=C/c1ccc(OC2CSC2)cc1 | 9% | 5% | nt | 16% | -12% | -3% | 5% | 9%
COc1ccc(N2CCN(C(c3ccc4ncccc4c3)c3nnnn3C(C)(C)C)CC2)cc1 (stereo unspecified) | -8% | 5% | -44% | -1% | nt | -6% | -11% | -15%
Cc1cccc(OCC(=O)Nc2nonc2-c2ccc(Br)cc2)c1C | 7% | -3% | nt | -1%[76.3 µM] | nt | nt | nt | -1%
COc1ccccc1NC(=O)N1CCN(c2ccccn2)CC1 | -16% | 9% | -2% | 19% | 0% | -2% | -2% | -7%
FC(F)(F)c1cc(-c2ccccn2)nc2cc(-c3ccccc3)nn12 | -12% | -7% | 1%[10 µM] | -1% | -10% | -5% | nt | -18%
O=C(Cc1cccc2ccccc12)N/N=C/c1ccc(Sc2nc3ccccc3s2)o1 | 2% | 6% | 1% | -1% | -6% | -6% | -8% | 1%
Cc1nnc(NCCc2ccccc2)n(N)c1=O | -2% | 6% | -2%[0.074 µM] | 4% | -3% | -1% | 2% | -4%
CCOc1cc(/C=N/O)cc(Br)c1OCC | -12% | -1% | -6%[1.9 µM] | 0% | -3% | 2% | -7% | -7%
CCOC(=O)NC(=O)/C(C#N)=C\Nc1sccc1C(=O)OC | -12% | 0% | -15% | -2% | -1% | -3% | 8% | 2%
CCOC(=O)c1sc2cccc(F)c2c1N | -11% | -1% | -3%[0.074 µM] | -7% | 16% | ? | ? | -9%
Cc1cccc2nc(CSc3nnnn3-c3ccccc3)cn12 | -3% | -7% | -19% | 4% | -1% | 1% | 1%[15.4 µM] | -6%
COc1ccc(CNC(=S)Nc2ccc3nc(N4CCOCC4)cc(C)c3c2)cc1 | ? | 16% | -12% | -11% | 10% | 8% | 5% | ?
COc1ccccc1NC(=O)NC(N)=O | -10% | 4% | -11%[0.074 µM] | -2% | 0% | 2% | 2% | -2%
CC(C)C[C@H](NC(=O)c1nc[nH]c1C(=O)NCCCCCNC(=O)OC(C)(C)C)C(=O)OC(C)(C)C | ? | ? | -18%[10 µM] | -26% | -7% | 0% | nt | -19%
Cc1cc(NC(=O)CCCC(=O)O)nc(C)n1 | -6% | -1% | 10% | 5% | -7% | -12% | -10% | 2%
COc1ccc(CCn2c(=O)c3ccccc3n(CC(=O)Nc3cccc(C)c3)c2=O)cc1OC | 12% | -17% | nt | -1%[76.3 µM] | nt | nt | nt | -3%
CSCC(=O)N1CCCC(C(=O)c2cc(F)ccc2F)C1 (stereo unspecified) | -10% | -5% | -18%[10 µM] | 14% | -2% | 1% | -2% | -11%
C(=N\Nc1nn2cnnc2c2ccccc12)/c1ccco1 | ? | -4% | -14% | ? | -1% | 3% | 3% | -22%
O=C(c1ccccc1)N(Cc1cccs1)C1CCS(=O)(=O)C1 (stereo unspecified) | -7% | 12% | -1% | -7% | 2% | 1% | -5% | 6%
O=C1c2cccc3cccc(c23)C(=O)N1OS(=O)(=O)c1ccccc1 | -23% | ? | 10%[10 µM] | -2% | -5% | -2% | 9% | ?
COC(=O)c1ccccc1NC(=O)Nc1ccc(Cl)cn1 | 8% | 3% | -18% | 7% | -2% | 0% | 6% | 9%
COCc1nc2ccccc2n1Cc1ccccc1Br | 0% | -1% | 17% | 7% | 0% | -1% | -3% | 0%
CSc1oc(-c2cccs2)nc1S(=O)(=O)c1ccc(Br)cc1 | -9% | ? | nt | 11%[76.3 µM] | nt | nt | nt | ?
COc1ccc(CCNC(=O)CSCc2ccc(F)cc2)cc1OC | -7% | 3% | 0%[10 µM] | 2% | 0% | 3% | 0% | -2%
CC(C)c1onc(C(=O)N2C(C)CCCC2C)c1[N+](=O)[O-] (stereo unspecified) | -2% | 2% | -17%[10 µM] | -2% | -4% | -3% | -6% | -2%
CC(=NCCc1ccccc1)C1=C(O)CSC1=O | -6% | 1% | 1%[10 µM] | 3% | -13% | 3% | -11% | -9%
CCCOc1ccc(-c2nc(=S)[nH][nH]2)cc1 | 3% | 0% | 8%[10 µM] | 7% | 2% | 6% | -7% | -7%
CCOc1ccc2nc(COC(=O)c3cccs3)c(C(C)=O)[n+]([O-])c2c1 | ? | -5% | 2%[10 µM] | 1% | 3% | 5% | nt | -26%
CS(=O)(=O)N1CCC(C(=O)Nc2cc(Cl)ccc2Cl)CC1 | 7% | -5% | 0%[10 µM] | -1% | 1% | -1% | 11% | 8%
Cc1ccc(OC(=O)c2oc3ccc(F)cc3c2C)c(C)c1 | ? | -12% | -14% | -4% | -11% | -14% | -7% | -11%
O=C(Nc1cccc(Cl)c1)c1cc(N=Nc2ccc([N+](=O)[O-])cc2Cl)ccc1O | 0.89µM* | 8.9µM* | -9%[10 µM] | -6% | -4% | -3% | -16% | 1.1µM*[quencher]
Cc1ccc(NC(=O)CCn2c(=O)c3cccn3c3ccccc32)c(Cl)c1 | ? | 10% | nt | -16%[76.3 µM] | nt | nt | nt | -17%
Cc1cc(C)n(-c2nc(Nc3ccccc3C)nc(-n3nc(C)cc3C)n2)n1 | -6% | 2% | -16% | -6% | -10% | -9% | -5% | -7%
CCOc1ccc(OCC)c(NC(=O)CSc2nc3c(c(=O)n(C)c(=O)n3C)n2C)c1 | 1% | -3% | 25% | 7% | -18% | -5% | -2% | 3%
O=[N+]([O-])/C(C(Cl)=C(Cl)Cl)=C(\Nc1ccc(F)cc1)n1cncn1 | ? | -12% | -35% | 5% | -11% | -20% | -16% | -22%
CCOC(=O)CCCNS(=O)(=O)c1c(C)ccc2nsnc12 | 4% | 2% | -23%[10 µM] | 7% | -1% | 4% | -18% | 6%
COC(=O)c1cc(-c2cccs2)[nH]n1 | 5% | 0% | 7% | -13% | 1% | 1% | 8% | 2%
CC(C)NC(=O)CSc1nnc(-c2ccc3ncccc3c2)n1C | 8% | 5% | 15%[10 µM] | 4% | 5% | 10% | nt | 7%
CC(=O)c1cccc2c(O)c(C3=Nc4ccccc4C3=O)[nH]c12 | 3.5µM* | ? | -15%[1.9 µM] | -27% | -3% | -14% | 3%[15.4 µM] | ?

# Compound activity deposited in PubChem by National Center for Advancing Translational Sciences (NCATS).
